# FUS yeast rescue = FUS proteinopathy suppression in yeast. S. cerevisiae FUS-expressing, growth rescue, OD600, 24 h. Potency, µM (series often up to 76.6 µM), for the others: at the highest dose growth rescue (activation), hits mostly activators. hit rate 0.24% among 390,000. AID 1347120;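 also: potency is read from the fitted curve at half-maximal effect; plate controls were DMSO vehicle for no effect and reference control for full effect; nearly all actives have a fitted effect of over 55% in size; some results filed as inactive show a strong effect at the top dose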
#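 Cultures pregrown in 2.5% raffinose medium are shifted to minimal medium containing 2% galactose to express toxic FUS. Compounds are tested at several concentrations. After 24hr at 30C, growth is quantified at 600 nm absorbance.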
# DRD3 agonist = agonists of human D3 dopamine receptor; hit rate 0.58% among 410,000; D3R DiscoveRx beta-arrestin cells, luminescence, 90 min; AID 652048; max activation, %; in the data active = max activation above about 30%; also: 0% is about no effect; mostly tested at two doses, the higher about 12 µM
#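 Agonist-mode cell screen: cells plated at 1500/well and incubated overnight at 37 °C, then exposed to library compounds for 90 min at 37 °C. Detection reagent was added for 30–60 min at room temperature, and luminescence was read.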
# TDP-43 yeast inh = inhibitors of TDP-43 toxicity in yeast | AID 652104 | Potency, µM (doses to about 46.1 µM), for inactives: at the highest dose growth rescue (activation), actives largely listed as activators | hit rate 1.8% among 410,000 | TDP-43 expressing yeast growth rescue, BacTiter-Glo, 24 h; also: potency is read from the fitted curve at half-maximal effect; % of control where 0% means no effect; nearly all actives have a fitted effect of over 50% in size
#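 Galactose-induced TDP-43 yeast, OD600=0.02, compound pinned; 24 hr, 30 deg C; BacTiter-Glo luminescence for growth. Inhibitors of TDP-43 toxicity read as activators.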
# DRD3 antagonist = blocks the human D3 dopamine receptor; hit rate 2.5% among 360,000; P35462; D3R cells, DiscoveRx beta-arrestin luminescence, antagonist mode; hits give low values; max response, negative = inhibition, %; in the data active = max response below about -50%; inconclusive = no clear call, values can overlap the other calls; also: % is scaled to controls: 0 for no effect and ±100 for the full control effect; mostly tested at two doses, the higher about 12 µM
#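 Cells plated overnight at 1500 cells/well, then exposed to library compounds with dopamine controls for 90 minutes at 37 degrees C. DiscoveRx reagent added for 30–60 minutes at room temperature; luminescence read, quantitative HTS format.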
# aSyn rescue = inhibitors of alpha-synuclein toxicity in yeast. Yeast expressing alpha-synuclein, growth rescue, BacTiter-Glo, 24 h. Potency, µM (top dose mostly 46.1 µM), for the others: at the top dose growth rescue (activation), actives largely listed as activators. hit rate 0.14% among 370,000. AID 652106; also: potency is read from the fitted curve at half-maximal effect; % of control where 0% means no effect; nearly all actives have a fitted effect of over 65% in size
#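 Galactose-induced alpha-syn yeast (OD600=0.02, raffinose-pregrown) + pinned cpd, 24 hr, 30 deg C; growth by BacTiter-Glo luminescence. Growth restoration scores as activation.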
# EPAC2 agonist = EPAC2 (human) agonism. Q8WZA2. EPAC2 activation, biochemical qHTS; response scale: 100% = 6.5 mM cAMP response. Potency, µM (titrated, usually from 154 µM), for the others: at the highest dose activation, usual class: activators. hit rate 0.079% among 360,000; also: potency is read from the fitted curve at half-maximal effect; nearly all actives have a fitted effect of over 50% in size
# Target sequence (Q8WZA2 whole entry, looked up): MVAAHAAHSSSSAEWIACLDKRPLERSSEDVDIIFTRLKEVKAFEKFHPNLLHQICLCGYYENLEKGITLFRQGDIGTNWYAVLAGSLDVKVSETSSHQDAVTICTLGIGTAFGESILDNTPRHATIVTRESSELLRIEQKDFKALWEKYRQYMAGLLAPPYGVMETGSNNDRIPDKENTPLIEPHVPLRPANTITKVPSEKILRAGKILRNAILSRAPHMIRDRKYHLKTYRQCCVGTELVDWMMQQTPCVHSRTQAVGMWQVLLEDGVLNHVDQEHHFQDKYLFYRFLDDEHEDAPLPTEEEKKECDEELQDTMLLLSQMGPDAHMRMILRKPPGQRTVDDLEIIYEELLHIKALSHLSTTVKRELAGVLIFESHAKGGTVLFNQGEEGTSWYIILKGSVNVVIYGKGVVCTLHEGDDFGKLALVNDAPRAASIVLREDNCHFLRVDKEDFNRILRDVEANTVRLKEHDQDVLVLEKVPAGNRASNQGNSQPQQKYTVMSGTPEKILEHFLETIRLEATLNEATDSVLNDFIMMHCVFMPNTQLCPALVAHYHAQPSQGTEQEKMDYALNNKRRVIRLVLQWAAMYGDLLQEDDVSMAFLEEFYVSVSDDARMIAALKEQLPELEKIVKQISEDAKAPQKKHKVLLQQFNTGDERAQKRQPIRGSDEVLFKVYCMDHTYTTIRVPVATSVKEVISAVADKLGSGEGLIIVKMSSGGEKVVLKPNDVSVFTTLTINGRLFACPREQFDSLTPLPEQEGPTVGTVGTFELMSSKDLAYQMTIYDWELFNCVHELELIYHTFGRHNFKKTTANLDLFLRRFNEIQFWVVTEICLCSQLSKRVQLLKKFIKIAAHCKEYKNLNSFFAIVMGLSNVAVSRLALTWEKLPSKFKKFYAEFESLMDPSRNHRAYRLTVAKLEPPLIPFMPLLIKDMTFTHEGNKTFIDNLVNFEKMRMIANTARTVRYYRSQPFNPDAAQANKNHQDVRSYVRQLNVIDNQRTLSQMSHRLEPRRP
#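 Compounds were added across a concentration range to EPAC2 (100 nM), RAP1B-BODIPY-GDP (250 nM) and GDP (50 uM). After 5 min at room temperature, fluorescence was recorded at 5-min intervals for 30 min.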
# EPAC2 antagonist = EPAC2 (human) antagonism; EPAC2 GEF exchange of Rap1B-BODIPY-GDP, fluorescence; Potency, µM (highest dose often 114 µM), for the others: at the highest dose activity, negative = inhibition, hits mostly inhibitors; hit rate 0.18% among 360,000; also: potency is read from the fitted curve at half-maximal effect; % is scaled to controls: 0 for no effect and ±100 for the full control effect; nearly all actives have a fitted effect of over 45% in size; many of its hits are not listed in these tables
# Abeta rescue = A-beta toxicity reversal in yeast; yeast expressing A-beta42, growth rescue, OD600, 48 h; response scale: 0% DMSO, 100% iron-clioquinol control; Potency, µM (series often up to 46.1 µM), without a hit: at the highest dose growth rescue, hits mostly activators; hit rate 0.063% among 410,000; also: potency is read from the fitted curve at half-maximal effect; nearly all actives have a fitted effect of over 55% in size
#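 Yeast A-beta toxicity model in growth medium with pinned compounds, 48 h at 30 C; growth read as absorbance at 600 nm. Normalized to FeCl3/clioquinol equimolar mix (positive) and DMSO (negative).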
# Active calls of the source: *; ? = inconclusive; . = not tested or not shown; [ ] = dose if it differs, or a comment. Unless noted, calls follow the shape of the dose curve; as a rule, active = well fitted curve in the direction sought with a large enough effect; inconclusive = small, poorly fitted or top-dose-only effect, or another doubt; inactive = no such curve, though single readings can be large; an effect the other way counts as inactive or inconclusive.
1) N#Cc1cnn2ccc(-c3ccc4c(c3)CCC4)nc12
2) Nc1cc(-c2ccco2)no1
3) COc1ccc(NC(=O)Nc2cc(C)ccn2)cc1
4) COc1ccc(N(C(=O)Cn2nnc(-c3ccc(Cl)cc3)n2)C(C(=O)NCC2CCCO2)c2ccncc2)cc1 (stereo not given)
5) CC1CCN(c2c(NCC3CCC(C(=O)NCc4ccc(F)cc4)CC3)c(=O)c2=O)CC1 (stereo not given)
6) CCN(CC)C(=O)CSc1nc(O)c(Cc2ccccc2)c(=O)n1-c1ccccc1
7) Cc1ccc(NC(=O)CN2CCN(C(=O)c3ccco3)CC2)cc1
8) O=C(CCNC(=O)c1ccco1)Nc1nc(-c2ccccc2)cs1
assay / entry,1,2,3,4,5,6,7,8
FUS yeast rescue,-5%,-2%,-21%,-8%,-4%,14%,12%,?
DRD3 agonist,3,2,4,7,5,-1,14,-3
TDP-43 yeast inh,?,-10%,21%,-17%,8%,-7%,-15%,3%
DRD3 antagonist,3,5,2,3,17,-6,-8,-9
aSyn rescue,-2%,-4%,-1%,4%,6%,-3%,-3%,8%
EPAC2 agonist,5%,-5%,5%,-12%,0%,0%,-4%,7%
EPAC2 antagonist,-1%,24%,3%,1%,1%,-1%,6%,-3%
Abeta rescue,-12%,-2%,-16%,7%,-11%,3%,-6%,-8%

9) COc1ccc2[nH]c3c(c2c1)CCN1C(=O)C(CC(=O)NCCN2CCOCC2)C[C@H](C(=O)N(C(C)C)C(C)C)[C@@]31C (stereo not given in full)
10) Cc1ccc(OCCC(=O)OCC(=O)c2c(N)n(CC(C)C)c(=O)n(C)c2=O)cc1
11) CCc1nc(SCc2cccnc2)[nH]c(=O)c1C
12) COc1ccc(CN2CC(C(=O)NCCCOC(C)C)CC2=O)cc1 (stereo not given)
13) COc1cccc(-c2ccc3c(N)c(C(=O)Nc4cc(C(F)(F)F)ccc4OC)sc3n2)c1
14) CC(=O)Nc1ccc(OCC(=O)N(CC(C)C)C2CCS(=O)(=O)C2)cc1 (stereo not given)
15) CCc1nc(-c2ccc(C)nc2OC)no1
16) Cc1ccc(C)c(-n2cc(-c3ccc(Cl)cc3)nc2SCC(=O)NC2CCS(=O)(=O)C2)c1 (stereo not given)
assay / entry,9,10,11,12,13,14,15,16
FUS yeast rescue,-9%,40%,0%,3%,-7%,-11%,7%,.
DRD3 agonist,-13,9,4,-3,-7,-4,-15,1
TDP-43 yeast inh,6%,12%,-1%,-7%,1%,14%,-23%,4%
DRD3 antagonist,?,48,5,5,.,5,-27,9
aSyn rescue,-1%,?,1%,-2%,.,7%,-11%,3%
EPAC2 agonist,8%,4%,-4%,1%,.,1%,3%,-10%
EPAC2 antagonist,10%,-21%,-1%,2%,.,0%,11%,-7%
Abeta rescue,-8%,7%,12%,0%,-11%,0%,-5%,13%

17) COc1cccc(C(=O)Nc2sc(C(C)C)cc2C(N)=O)c1OC
18) CC1=C(C(=O)OCC2CCCCC2)C(c2ccc(O)cc2)NC(=O)N1 (stereo not given)
19) CN(C)CCCOc1ccc(-c2ccc3nccn3c2)cn1
20) O=C1N(Cc2cccnc2)C[C@@H]2C[C@@H](c3ccc4nsnc4c3)N3CCC[C@@]123
21) CC(=O)N1CCN(C(=S)NCc2ccccc2)CC1
22) Cc1ccccc1OCc1ccc(-c2nc(C#N)c(NCc3cccnc3)o2)o1
23) Cc1ccc(S(=O)(=O)NC(=O)c2ccccc2F)cc1
24) Cc1[nH]nc2c1C(c1ccc(N(C)C)cc1)C1=C(CC(C)(C)CC1=O)N2 (stereo not given)
assay / entry,17,18,19,20,21,22,23,24
FUS yeast rescue,25%,18%,-22%,16%,.,?,-20%,13%
DRD3 agonist,2,9,7,-1,2,8,-4,14
TDP-43 yeast inh,-68%[inhibitor],7%,11%,-16%,15%,2%,?,-13%[1.82 µM]
DRD3 antagonist,1,4,2,3,11,.,-3,5
aSyn rescue,-18%,9%,-3%,1%,4%,.,16%,4%
EPAC2 agonist,4%,4%,5%,11%,2%,.,14%,3%
EPAC2 antagonist,-7%,-17%,11%,-5%,3%,.,0%,7%
Abeta rescue,-79%[inhibitor],3%,-17%,-20%,10%,11%,21%,7%

25) COc1ccc(S(=O)(=O)NNC(=O)c2sccc2-n2cccc2)cc1
26) Cc1ccc(CNc2ccc([N+](=O)[O-])cc2C(N)=O)cc1
27) CC(NC(=O)CSc1ncccc1C(=O)O)C1CC2CCC1C2 (stereo not given)
28) COc1ccc(N2CCN(C(=O)COC(=O)[C@@H](NC(=O)c3c(F)cccc3F)C(C)C)CC2)cc1
29) COCCn1c(SCC(=O)NC(C)c2ccc(F)cc2)nc2ccccc21 (stereo not given)
30) Cc1cc(OCCn2c(C3CC(=O)N(Cc4ccc(F)cc4)C3)nc3ccccc32)ccc1Cl (stereo not given)
31) O=C(Nc1ccccc1C(F)(F)F)N1CCN(c2ccc3nncn3n2)CC1
32) Cc1ccc(OCc2nc(C#N)c(NCc3ccc4c(c3)OCO4)o2)cc1
assay / entry,25,26,27,28,29,30,31,32
FUS yeast rescue,4%,-31%,2%,20%,23%,22%,5%,16%
DRD3 agonist,14,1,7,3,-10,-2,3,1
TDP-43 yeast inh,-3%,?,4%,2%,0%,4%,-28%,11µM*
DRD3 antagonist,-1,-9,7,2,-2,.,23,0
aSyn rescue,-8%,-1%,1%,6%[1.84 µM],0%,.,3%,7%
EPAC2 agonist,10%,-5%,-4%,5%,8%,.,-15%,-2%
EPAC2 antagonist,4%,7%,7%,8%,-7%,.,0%,-3%
Abeta rescue,2%,10%,15%,0%,-16%,-10%,17%,8%

33) O=C1Cc2ccccc2Sc2ccc(Cl)cc21
34) O=C(O)C1C2C=CC3(CN(Cc4ccncc4)C(=O)C13)O2 (stereo not given)
35) Cc1ccc(-c2csc(N(CCCN(C)C)C(=O)c3ccco3)n2)cc1
36) O=C(c1ccc(S(=O)(=O)N2CCCCCC2)cc1)N1CCN(c2ccccn2)CC1
37) CCOc1cccc2cc(-c3nnc(NCc4ccco4)s3)c(=O)oc12
38) O=C(c1ccc(NS(=O)(=O)c2cccs2)cc1)N1CCN(c2ccccc2Cl)CC1
39) CCCCC(CC)C(=O)Oc1ccc(O)c(C(C)(C)C)c1 (stereo not given)
40) CCN(CC)S(=O)(=O)c1cccc(-c2nnc(SCC(=O)NC3CCCCCC3)n2N)c1
assay / entry,33,34,35,36,37,38,39,40
FUS yeast rescue,-2%,4%,6%,19%,21%,?,15%,34%
DRD3 agonist,-14,-11,-17,-1,-1,-14,-6,-14
TDP-43 yeast inh,12%,-1%,15%,-3%,25%,-22%[0.397 µM],-67%[inhibitor],11%
DRD3 antagonist,-51*,10,?,12,27,-23,9,-25
aSyn rescue,-4%,2%,0%,3%,4%,5%,-75%[inhibitor],-1%
EPAC2 agonist,16%,4%,9%,8%,-7%,0%,-12%,-4%
EPAC2 antagonist,-3%,-1%,4%,0%,-3%,2%,?,-4%
Abeta rescue,-2%,-9%,-4%,8%,-1%,-4%,16%,1%

41) CC(=O)N1c2ccccc2C2(O)N=C(C)SC12 (stereo not given)
42) CC(C)NC(=O)C(=O)N/N=C/c1ccco1
43) O=C(Nc1ccc(Cl)cc1Cl)Nn1cnnc1
44) Cc1cc(C)cc(NC(=O)CN(C)S(=O)(=O)c2ccc3[nH]c4c(c3c2)CCCC4)c1
45) COc1ccc(-c2csc(NC(=O)CCS(=O)(=O)c3ccccc3)n2)c(OC)c1
46) COc1ccc2nc(SCC(=O)NCc3ccc(F)cc3)[nH]c2c1
47) Cc1onc(-c2ccccc2)c1C(=O)NC1CC1
48) Cc1ccc(/C=N/NC(=O)Cc2ccc(O)cc2)s1
assay / entry,41,42,43,44,45,46,47,48
FUS yeast rescue,-16%,-2%,-2%,33%,?,3%,0%,23%
DRD3 agonist,2,-5,2,-12,1,-2,-5,-11
TDP-43 yeast inh,15%,-8%,1%,0%,0%,-14%,-25%,-4%
DRD3 antagonist,2,7,3,.,13,3,2,0
aSyn rescue,0%,1%,-1%,.,2%,-5%,7%,0%
EPAC2 agonist,3%,-2%,4%,.,13%,-8%,8%,5%
EPAC2 antagonist,5%,13%,-8%,.,-3%,2%,-2%,4%
Abeta rescue,9%,10%,4%,0%,-12%,-3%,3%,1%

# The last 3 records of the part above lead into the next:
46) COc1ccc2nc(SCC(=O)NCc3ccc(F)cc3)[nH]c2c1
47) Cc1onc(-c2ccccc2)c1C(=O)NC1CC1
48) Cc1ccc(/C=N/NC(=O)Cc2ccc(O)cc2)s1
49) CCN1C(=O)CSC1=Nc1ccccc1Cl
50) CCCNC(=O)C(Cc1ccccc1)NC(=O)c1ccccc1 (stereo not given)
51) CSc1ncc(Cl)c(C(=O)Nc2ccccc2Cl)n1
52) O=C(NCCN1CCN(Cc2ccccc2)CC1)C1c2ccccc2C(=O)N2CCc3ccccc3C12 (stereo not given)
53) C/C(CCC(C)C)=N\Nc1ccc(S(N)(=O)=O)cc1[N+](=O)[O-]
54) Cc1ccc(O)c(C(=O)C=Cc2ccccc2)c1
55) CCN(CC)C(=O)c1sc2c(c1C)c(=O)n(-c1ccccc1)c(=O)n2Cc1cc(=O)n2ccccc2n1
56) O=C(c1cccc([N+](=O)[O-])c1)N1CCN(C(=O)c2ccco2)CC1
assay / entry,46,47,48,49,50,51,52,53,54,55,56
FUS yeast rescue,3%,0%,23%,0%,-23%,.,18%,-1%,.,-15%,6%
DRD3 agonist,-2,-5,-11,2,-4,3,2,-8,-9,5,1
TDP-43 yeast inh,-14%,-25%,-4%,?,?,-16%,-12%,0%,13µM*,?,9%
DRD3 antagonist,3,2,0,1,0,23,?,-58*,-4,.,2
aSyn rescue,-5%,7%,0%,0%,-12%,-8%,-1%,-3%,?,.,-5%
EPAC2 agonist,-8%,8%,5%,18%,6%,0%,2%,13%,11%,.,3%
EPAC2 antagonist,2%,-2%,4%,1%,-2%,17%,16%,-29%,-9%,.,17%
Abeta rescue,-3%,3%,1%,15%,0%,-26%,-11%,-2%,0%,-5%,2%

# Source: PubChem BioAssay (National Center for Advancing Translational Sciences (NCATS))

# Not all compounds are listed, so the mix of outcomes need not match the whole.
